# TrxR1 substrate: is turned over as a substrate by rat TrxR1; purified TrxR1 substrate turnover, NADPH consumption readout; O89049; 390,000 compounds, 0.01% hits; AID 588456; Potency, µM (top dose mostly 114 µM), for inactives: at the highest dose activity change, negative = substrate turnover; note: potency is the fitted concentration of half-maximal effect; % is set by controls: 0 for no effect and ±100 for the full control effect; nearly all actives have a fitted effect of over 50% in size
# Target sequence (O89049 whole entry, looked up): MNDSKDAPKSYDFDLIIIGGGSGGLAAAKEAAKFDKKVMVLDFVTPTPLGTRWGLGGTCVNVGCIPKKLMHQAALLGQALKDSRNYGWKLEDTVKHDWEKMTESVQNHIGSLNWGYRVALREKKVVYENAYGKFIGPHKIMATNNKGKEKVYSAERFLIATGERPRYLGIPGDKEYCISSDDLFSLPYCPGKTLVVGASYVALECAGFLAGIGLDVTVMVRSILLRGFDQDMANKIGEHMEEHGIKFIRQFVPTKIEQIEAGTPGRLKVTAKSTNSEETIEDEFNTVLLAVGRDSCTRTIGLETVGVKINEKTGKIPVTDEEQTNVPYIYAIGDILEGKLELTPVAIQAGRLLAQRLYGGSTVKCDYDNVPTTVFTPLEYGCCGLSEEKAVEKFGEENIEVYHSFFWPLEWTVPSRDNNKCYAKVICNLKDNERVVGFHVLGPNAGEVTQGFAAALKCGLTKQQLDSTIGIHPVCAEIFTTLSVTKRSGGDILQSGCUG
#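 Rat TrxR1, dispensed at 90 nM, was prereduced with 400 uM NADPH (final) for 5 min at ~22 deg C, then incubated with compound 15 min before 400 uM selenite. A first-read NADPH fluorescence drop versus no-compound background flagged substrates.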
# TRHR ag: agonists of human TRH receptor; P34981; activation, % at 2 µM; AID 493084; TRHR cells, calcium flux fluo-8, FDSS agonist mode; 360,000 compounds, 0.18% hits; in the data active = activation above about 30%; note: 0% is about no effect
# Target sequence (P34981 whole entry, looked up): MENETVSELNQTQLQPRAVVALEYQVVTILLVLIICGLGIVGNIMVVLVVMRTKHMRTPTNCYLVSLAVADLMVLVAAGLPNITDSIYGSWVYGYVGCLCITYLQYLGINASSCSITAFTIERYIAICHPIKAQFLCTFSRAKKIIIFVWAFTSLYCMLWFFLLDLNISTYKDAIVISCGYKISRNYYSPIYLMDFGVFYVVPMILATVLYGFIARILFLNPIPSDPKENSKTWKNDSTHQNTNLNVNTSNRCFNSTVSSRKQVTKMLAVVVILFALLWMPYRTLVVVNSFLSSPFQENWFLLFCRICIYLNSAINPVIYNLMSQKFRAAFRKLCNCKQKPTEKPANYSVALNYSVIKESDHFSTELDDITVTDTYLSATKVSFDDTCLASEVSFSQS
#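 Read-out: compound-evoked intracellular calcium rise in TRHR cells, fluo-8 dye, kinetic FDSS fluorescence at 1 s/cycle following a 10-cycle baseline. Cells cultured overnight before dye loading (30 min–1.5 h, RT).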
# rTrxR1 inhibitor: blocks rat thioredoxin reductase 1 | O89049 | recombinant rTrxR1, NADPH fluorescence consumption, selenite substrate | Potency, µM (highest dose often 114 µM), without a hit: at the top dose activity change, negative = inhibition, hits mostly inhibitors | 390,000 compounds, 1% hits | AID 588453; note: potency is the fitted concentration of half-maximal effect; % is set by controls: 0 for no effect and ±100 for the full control effect; nearly all actives have a fitted effect of over 65% in size
#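 Rat TrxR1 (90 nM in the dispensed reagent) was pre-reduced with 400 uM NADPH for 5 min at room temperature, then incubated with compound for 15 min. After 400 uM selenite was added, NADPH fluorescence (Ex 340/Em 450 nm) was followed for 8 min.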
# USP1-UAF1 inh: inhibitors of human USP1/UAF1 deubiquitinase; AID 743255; Potency, µM (highest dose often 57.1 µM), inactives show at the highest dose activity change, negative = inhibition, actives largely listed as inhibitors; 390,000 compounds, 0.23% hits; recombinant USP1/UAF1, Ub-Rhodamine cleavage fluorescence; note: potency is the fitted concentration of half-maximal effect; % is set by controls: 0 for no effect and ±100 for the full control effect; nearly all actives have a fitted effect of over 60% in size; inactives centre near -12
#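 High-throughput fluorogenic screen: 1nM USP1/UAF1 complex, Ub-Rho substrate 150nM final, 50mM HEPES pH 7.8 with 0.5mM EDTA, 0.1 mg/ml BSA, 1mM TCEP and 0.01% Tween-20.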
# IDH1 R132H inh: human IDH1 R132H inhibition | Potency, µM (titrated, usually from 76.6 µM), inactives show at the highest dose activity change, negative = inhibition, actives largely listed as inhibitors | IDH1-R132H enzyme, NADPH consumption, diaphorase/resazurin fluorescence | 390,000 compounds, 0.093% hits | O75874; note: potency is the fitted concentration of half-maximal effect; % is set by controls: 0 for no effect and ±100 for the full control effect; nearly all actives have a fitted effect of over 65% in size
#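 IDH1-R132H (0.5 ug/mL dispensed) in pH 7.5 Tris buffer was preincubated 30 min with compound, then given a substrate mix of 0.016 mM NADPH and 2 mM alpha-KG for 80 min at room temperature; remaining NADPH was read by diaphorase/resazurin fluorescence.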
# D2 ag: activates the human D2 dopamine receptor; P14416; HEK293 T-REx D2 cells, calcium flux agonist mode; activation, % at 2 µM; 340,000 compounds, 0.53% hits; AID 485358;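 active = activation over 3 SD above normal in the single-dose calcium agonist read, cut at about 30% in these data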; note: 0% is about no effect
#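 HEK293 Trex D2 cells, tetracycline-induced, o/n 30 C 5% CO2; no-wash Ca dye, RT 30–90 min; 10-cycle baseline, 23 nl cpd added, kinetic Ca read 180 s; agonist hits = positive Ca response.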
# TRHR PAM: allosterically enhances the human TRH receptor | P34981 | TRHR cells, fluo-8 calcium fluorescence, EC20 TRH enhancement | enhancement, % at 2 µM | 360,000 compounds, 0.66% hits; in the data active = enhancement above about 30%; note: 0% is about no effect
#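 Enhancer read-out: after compound pinning and an initial kinetic agonist-mode read, an EC20 of TRH (10 nM final) was injected and fluo-8 calcium signal (Ex 480/Em 530) followed at 1 s/cycle for 100 cycles in TRHR-expressing cells.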
# PI4K2A block: blocks human PI4K2A kinase activity | Q9BTU6 | purified PI4K2A, ADP-Glo luminescence, 1 h; stronger effect = lower value | activity change, negative = inhibition, % at 76.9 µM | 420,000 compounds, 0.13% hits; in the data active = activity change below about -50%; inconclusive = mostly about -30% to -49%;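 note: -100% = wells without enzyme as full effect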
#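 In this quantitative HTS, ADP production by PI4K2A was quantified luminescently after 1 h at ambient temperature; 100 microM adenosine served as plate-quality control.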
# D2 antagonist: antagonists of human D2 dopamine receptor; HEK293 TREx D2 cells, calcium flux, dopamine EC80; inhibition, % at 10 µM; 340,000 compounds, 2% hits; P14416; in the data active = inhibition above about 30%; note: 0% is about no effect
#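 Tetracycline-induced HEK293 TREx cells expressing D2 receptor forced-coupled to calcium signalling, loaded with no-wash calcium dye. Compounds added and calcium flux read 180 s, then dopamine added at EC80 and read a further 180 s.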
# Starred values were filed as active, the others as inactive; u = inconclusive; x = not tested or not shown; [ ] = remark or other dose. Unless noted, calls come from the whole dose curve; as a rule, active = well fitted inhibition curve with a large enough effect; inconclusive = small, poorly fitted or top-dose-only effect; inactive = no such curve, though single readings can be large or run the other way.
SMILES,TrxR1 substrate,TRHR ag,rTrxR1 inhibitor,USP1-UAF1 inh,IDH1 R132H inh,D2 ag,TRHR PAM,PI4K2A block,D2 antagonist
COc1ccc(OCC(=O)N2c3ccc(C)cc3C3CN(C)CCC32)cc1 (stereo unspecified),8%[57.1 µM],-0.3,0%[57.1 µM],-9%,7%,1.1,-6,-7,-12
CC1=C(C(N)=O)C(c2ccccc2)n2nc(-c3cccc(C)c3)nc2N1 (stereo unspecified),3%[57.1 µM],0.2,8%[57.1 µM],-19%,16%,-0.9,-2,0,-4
Cc1c2cnn(-c3ccccc3)c(=O)c2c(C)n1CCCC(=O)N1CCN(C)CC1,11%[57.1 µM],0.7,u,-13%,4%,-0.1,-9,4,-6
Cc1nc(C(=O)Nc2cccc(Cl)c2Cl)nn1-c1cc(OC(C)C)c(Cl)cc1Cl,16%,x,25%,-11%,1%,x,x,-1,x
C[C@@H]1CN([C@H](C)CO)C(=O)Cc2cc(NC(=O)Nc3ccccc3)ccc2O[C@@H]1CN(C)C(=O)Nc1ccc2c(c1)OCO2,2%[57.1 µM],x,1%[57.1 µM],-9%,-4%,x,x,0,x
CC1=CC(C)=Nc2ccccc2N1,8%,0.6,7%[57.1 µM],-23%,0%,0.6,5,-3,1
O=C(O)c1ccccc1NS(=O)(=O)c1ccc(NN=Cc2ccccc2F)c([N+](=O)[O-])c1,-10%,x,-13%,-15%,25%,x,x,-3,x
Nc1cc2c(cc1Cl)-c1ccc(Cl)cc1C2=O,-3%,x,6%,-3%,-2%,x,x,4,x
O=C(O)c1ccc(CS(=O)(=O)Cc2ccccc2F)o1,-3%,0.1,-22%,-15%,0%,-4.4,6,1,-8
COc1cc(OC)c2c(-c3cccc(-c4ccc(N(C)C)cc4)c3)cc(=O)oc2c1,-3%,x,-8%,-18%,2%,x,x,-1,x
COc1cc(Br)cc2cc(C(=O)N3CCCCC3C)c(=O)oc12 (stereo unspecified),-12%,-0.9,16%[57.1 µM],-16%,6%,-0.4,-1,-1,-6
Brc1ccccc1-c1nnc(CSc2nncn2-c2ccccc2)o1,-1%,-0.8,-3%,-14%,4%,0.2,8,1,3
CC(C)(C)[C@H]1COC(=O)[C@@H](Cc2ccc(F)cc2)CC/C=C/C[C@@H](CC(=O)N[C@H](CO)Cc2ccccc2)C(=O)N1,-1%[57.1 µM],x,4%[57.1 µM],-11%,3%,x,x,5,x
CC(C(=O)Nc1ccc2c(c1)OCO2)N(C)CC(=O)Nc1ccccc1Cl (stereo unspecified),0%,x,28%,-21%,-8%,x,x,3,x
O=c1c(-c2ccc(Cl)cc2)coc2c(CN3CCOCC3)c(O)ccc12,30%[57.1 µM],-1.1,-6%[57.1 µM],-2%,5%,0.1,-1,-6,5
COc1ccc(-c2csc(NC(=O)c3ccccc3Br)c2C(=O)O)cc1,5%[57.1 µM],0.4,-3%[57.1 µM],-16%,13%,-0.4,2,12,-3
O=C(Nc1cccc(S(=O)(=O)N2CCOCC2)c1)C1COc2ccccc2O1 (stereo unspecified),-3%,0.0,1%,-20%,3%,0.2,-2,-1,2
CCOc1ccc(C(=O)NCC2(c3ccccc3)CCOCC2)cc1,0%,-1.5,8%,-21%,1%,-1.6,-2,-1,-16
CC1CCCC(C(=O)O)N1C(=O)CCSSCCC(=O)N1C(C)CCCC1C(=O)O (stereo unspecified),11%[57.1 µM],0.7,7%[57.1 µM],-14%,2%,10,1,-3,8
C=CCNCCCOc1ccc(Cl)cc1Br,4%,1.0,9%,-19%,2%,0.1,1,-3,-27
CCN(CC(O)COCc1ccc(Cl)cc1)C1CCCCC1 (stereo unspecified),5%,1.3,14%[57.1 µM],-19%,-3%,-0.2,-2,3,3
Cc1ccc(CN2CCC(c3cc(-c4cccs4)n[nH]3)CC2)cc1,3%[57.1 µM],2.6,-57%,-18%,1%,1.1,2,-3,70*
N=c1oc2ccccc2cc1C(=O)NC1CCCCCC1,2%,0.5,11%,-11%,20%,0.1,6,-12,-14
COc1ccc(C(=O)N2CCN(Cc3cc(OC)ccc3OC)CC2)cc1,0%,-0.2,8%,-21%,4%,0.2,6,-2,-36
CCOC(=O)C(CC(=O)c1ccccc1)CC(=O)c1ccccc1,5%,1.4,34%,-21%,-2%,0.3,-3,-3,-3
CCc1ccc(-c2nn(-c3ccccc3)cc2C2SCC(=O)N2Cc2ccco2)cc1 (stereo unspecified),-5%[57.1 µM],1.0,-3%[57.1 µM],-8%,-9%,x,8,5,x
Cc1cccc(C)c1OCc1cc(C(=O)N2CCN(c3ccc(F)cc3)CC2)no1,2%,0.0,3%,-25%,11%,0.7,1,-4,-4
Cc1[nH]n(-c2ccccc2)c(=O)c1C=NC1CCCCCC1,2%,0.2,17%,-23%,6%,x,0,0,x
Cn1c(SCc2ccccc2Br)nc2ccccc2c1=O,6%[2.29 µM],0.9,26%,-12%,-4%,1.5,-1,2,-2
CCOC(=O)C1CCN(C(=O)COc2ccc(Cl)cc2Cl)CC1,4%,-0.2,12%,3%,10%,0.1,-1,3,-12

# One compound at a time, as listed above. Screens in order: TrxR1 substrate, TRHR ag, rTrxR1 inhibitor, USP1-UAF1 inh, IDH1 R132H inh, D2 ag, TRHR PAM, PI4K2A block, D2 antagonist
# `CCOC(=O)C1CCN(C(=O)COc2ccc(Cl)cc2Cl)CC1` reads 4%, -0.2, 12%, 3%, 10%, 0.1, -1, 3, -12
# `O=C(Nc1cccc(S(=O)(=O)N2CCOCC2)c1)C1COc2ccccc2O1` (stereo unspecified) reads -3%, 0.0, 1%, -20%, 3%, 0.2, -2, -1, 2

# Going on with the list:
SMILES,TrxR1 substrate,TRHR ag,rTrxR1 inhibitor,USP1-UAF1 inh,IDH1 R132H inh,D2 ag,TRHR PAM,PI4K2A block,D2 antagonist
CCOc1cc(CNc2ccc(CNc3ncn[nH]3)cc2)ccc1OCc1ccccc1,-8%,0.3,-9%,-15%,2%,-0.3,-3,7,19
Cc1ccc(N=Nc2cc(C)ccc2O)c(C)c1,-2%,-0.4,-4%,-17%,1%,-1.8,7,1,-25
CCCCCCCCCCCCCCCC[n+]1ccc(/C=N/O)cc1,-7%,1.2,u,u,8%,0.8,-6,3,-13
Cc1cc(Br)c(NC(=O)CCNC(=O)OCc2ccccc2)cc1C,1%,-0.7,20%,-6%,1%,x,0,1,x
O=S(=O)(CCC1CCCCN1)c1ccccc1 (stereo unspecified),0%,0.7,-18%,-18%,0%,0.3,15,-3,-3
COc1ccc(/C=C(\NC(=O)c2ccccc2)C(=O)NCc2ccco2)cc1OC,-8%,0.2,2%,-9%,5%,0.2,-8,2,-18
O=C1c2oc3ccc(F)cc3c(=O)c2C(c2ccccc2)N1CC1CCCO1 (stereo unspecified),5%,-0.9,19%,-25%,4%,-1.6,3,0,-1
CCOC(=O)c1ccccc1NC(=O)c1c(O)c2ccccc2n(CC)c1=O,8%[57.1 µM],1.3,-10%,-31%,2%,x,-10,2,x
Cc1cccc(N2CCN(C(=O)Cn3c(=O)[nH]c4ccsc4c3=O)CC2C)c1 (stereo unspecified),-4%,0.1,8%,-5%,0%,0.6,-4,0,-12
C=CCOc1ccc(Br)cc1CNCCO,1%,1.7,2%,-15%,4%,1.3,0,-5,3
Cc1cc(C)n(-c2ccnc3cc(Cl)ccc23)n1,1%[57.1 µM],-0.7,7%[57.1 µM],-19%,9%,0.7,-1,0,-3
CCC(C)C(=O)Nc1nc2ccc(OC)cc2s1 (stereo unspecified),-3%,0.2,10%,-20%,7%,-1.0,-2,1,-6
FC(F)(F)c1cccc(NC(=S)NNC(=S)Nc2ccc(Cl)cc2)c1,x,0.2,x,x,x,4.4,4,x,-28
CCS(=O)(=O)N1CCC(C(=O)Oc2ccc(Cl)cc2)CC1,4%[2.29 µM],-0.3,14%[57.1 µM],-5%,-5%,-0.4,2,1,-7
O=C(CSC1=NS(=O)(=O)c2cc(Cl)ccc2N1)Nc1ccccc1F,-8%,0.1,-5%,-12%,5%,-0.3,-4,-2,-4
Cn1c(=O)c2cn(-c3ccc4c(c3)OCCO4)cc2n(C)c1=O,4%,-0.8,12%[57.1 µM],-7%,-5%,1.7,4,-6,0
COc1ccc(Cn2c(SCc3ccc(C(=O)NCCc4ccccc4)cc3)nc3cccnc32)cc1,76%[activator],0.5,89%[activator],u,-15%,0.8,4,1,x
CNC(=O)NC(=O)CSc1nnc(-c2ccc(F)cc2)n1CC1CCCO1 (stereo unspecified),5%[57.1 µM],-1.8,22%[57.1 µM],-2%,-1%,-0.6,5,-7,-9
COc1cccc(NS(=O)(=O)c2c(C(=O)N3CCCCCC3)c(C)n(C)c2C)c1,3%,-1.1,3%,-25%,-3%,-0.8,33*,6,6
CC(=O)c1ccc(NC(=O)CN2CCC(C(=O)c3ccc4c(c3)OCCO4)CC2)cc1,-1%[57.1 µM],-0.2,-5%[57.1 µM],-19%,3%,4.2,0,1,8
O=C(CSc1nc2ccccc2s1)NNC(=O)Nc1ccc(Cl)c(Cl)c1,-1%,-1.3,0%,3%,-2%,-0.9,-1,-12,22
O=C(NCCNc1ccc([N+](=O)[O-])cc1)c1cccc(Br)c1,0%[57.1 µM],-0.7,-8%[57.1 µM],-20%,-2%,-2.1,1,-3,23
COc1ccc(CNc2nc(SC)n[nH]2)cc1OC,7%[57.1 µM],0.0,21%[57.1 µM],3%,2%,0.2,-2,14,9
CC(C)CCNC(=O)CN(Cc1ccccc1)C(=O)CCC(=O)Nc1nccs1,2%[57.1 µM],-0.2,3%[57.1 µM],-3%,-8%,-3.2,-5,-1,14
CCOc1ccc(-n2c(SCc3nc(-c4ccc(OC)cc4)no3)nnc2-c2ccncc2)cc1,4%,0.7,10%,-19%,10%,0.3,-6,-3,x
O=C(Cn1cc(COc2ccc3ccc(=O)oc3c2)nn1)c1ccc(O)cc1,7%,x,-12%,-11%,10%,x,x,1,x
